Screens from PubChem.
human PMI inhibition – MPI enzyme activity inhibition – biochemical, fluorescence intensity, coupled assay, primary screen (AID 1209); inhibition, % at 20 µM, or IC50 in µM where a hit was titrated; hit rate 0.42% among 190,000; purified PMI enzyme, coupled fluorescence intensity; higher % means a stronger effect; in the data active = inhibition above about 50%;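 note: plate controls were DMSO vehicle for no effect and wells lacking substrate for full effect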
T cell HTS – T cell immune modulators affecting CD8 T cell-vesicle binding; 2C CD8+ T cell-vesicle binding, flow cytometry; hits give low values; calls only at 7 µM; hit rate 0.068% among 330,000;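 active = response, share of CD8 T cells binding vesicles, and their 90th percentile fluorescence all below set limits, cut at about 80% in these data, passing the limit was not always enough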
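Material: 2C TCR transgenic mouse naive CD8+ T cells, MACS-purified. Also added: QL9-charged Drosophila Ld/ICAM-1/B7-1 vesicles. Timing: binding 1.5 h at 37 °C. Measured by: high-throughput flow cytometry with anti-B7-1 and anti-CD8 staining. Read-out: percent CD8+ FL2 mean versus row control. Controls: Unloaded micro-vesicles (low), QL9 vesicles with 0.7% DMSO (high).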
MT stabilizer – stabilizes microtubules in HeLa cells | % tubulin-high responders, % at 10 µM | HeLa tubulin immunostaining HCS, 24 h; share of cells brighter than vehicle mean+2SD | AID 2205 | hit rate 0.83% among 200,000;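 active = plate Z-score above 3 for both tubulin-high and condensed-nucleus cell shares, with cell loss under 80%, at 10 µM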;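 note: anti alpha tubulin signal scored within the nucleus-defined area of each cell; some results filed as inactive read as strong as hits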
Hep lipid drop – modulators of hepatic lipid droplet formation | inhibition, % at 6.5 µM | hit rate 0.4% among 240,000 | AML12 mouse hepatocytes, oleate lipid droplets, BODIPY imaging;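 active = lipid droplet intensity inhibited by at least 50%, with more than 500 cells counted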
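Technique: fluorescence imaging, 20x objective, two fields per well / Assay system: AML12 hepatocytes (mouse) / Measure: % inhibition of lipid droplet signal / Doses: 6.5 µM single-point dosing / Incubation: overnight exposure / Reagent: 100 µM oleic acid challenge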
Insulin prom up – MIN6 insulin promoter up-regulation; MIN6 insulin promoter-GFP reporter, high-content imaging; hits give high values; z-score at 5 µM; hit rate 0.3% among 190,000;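 active = z-score above 3 at 5 µM with at least 500 cells counted in the well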
bCat nuc transl – modulators of beta-catenin nuclear translocation | HeLa beta-catenin nuclear translocation, immunofluorescence imaging | nuclear translocation activity, % at 5 µM | hit rate 0.3% among 190,000 | AID 1665;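 active = nuclear translocation activity above 50% at 5 µM, with a well cell count of 50 or more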;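 note: per-cell ratio of nuclear to cytoplasmic median beta-catenin stain intensity; plate controls were DMSO negative control for no effect and GSK-3 inhibitor IX positive control for full effect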
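Test system: human HeLa cell line; Doses: 5 µM primary, 0.02–20 µM confirmation; Incubation: 24 h compound exposure, 37°C; Detection: beta-catenin immunofluorescence imaging with DAPI; Read-out: beta-catenin nuclear/cytoplasmic ratio, % activation.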
TNAP activators – stimulation of alkaline phosphatase TNAP activity – biochemical, luminescent, no phosphate acceptor, uHTS, primary screen (AID 1001). purified TNAP, luminescent activation assay, no phosphate acceptor; higher activation fold means a stronger effect. activation fold at 20 µM, or EC50 in µM where a hit was titrated. hit rate 0.03% among 200,000; in the data active = activation fold from about 3, or a potency from the dose series; inactive = the rest, 99 in 100 with activation fold below about 1.6; note: many of its hits are not listed in these tables
Dynein cargo inh – blocks dynein driven cargo transport along microtubules | 3617.4 mouse cells, GR-EGFP nuclear translocation imaging; test concentration mostly 20 µM; stimulated with dexamethasone, 1 µM; hits give low values | z-score, hits read low | hit rate 0.47% among 220,000;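 active = plate z-score of nuclear minus cytoplasmic receptor signal below a set negative limit, without overly bright fluorescence or cell loss, cut at about -3.5 in these data, passing the limit was not always enough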;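 note: z-score of nuclear minus cytoplasmic ring GR-EGFP intensity difference per well; some compounds called inactive have numbers as strong as hits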
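medium = tetracycline-free induction medium containing charcoal-stripped FBS | also added = 1.0 µM final dexamethasone stimulus | schedule = 48 h induction, 1 h compound, 30 min dex at 37 °C | technique = fixed, Hoechst-stained cells imaged at 10x for EGFP | measure = GR-EGFP nuclear translocation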
Myeloid diff 2 – compounds promoting myeloid differentiation | calls only at 10 µM | hit rate 1% among 360,000 | AID 624256 | ER-HoxA9 myeloid progenitors, lysozyme-GFP differentiation, flow cytometry;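 active = normalized GFP-positive differentiation at or above the plate's own cutoff, the solvent-only control mean plus 3 SD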;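 note: cells exposed to compound for four days before flow analysis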
Dynein cargo inh cytoplasmic EGFP – also measured in Dynein cargo inh; calls as there; z-score; measured here: cytoplasmic GR-EGFP intensity; hits give high values
Dynein cargo inh nuclear GR-EGFP – also measured in Dynein cargo inh; calls as there; z-score; measured here: nuclear GR-EGFP intensity;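 lower value marks the stronger effect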
Dynein cargo inh cell count – further read-out of Dynein cargo inh, marked with its call; z-score; measured here: cell count per field
Insulin prom up cell count – further read-out of Insulin prom up, marked with its call; cell count; measured here: cytotoxicity, nuclei count;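 total cells summed across four imaged fields per well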
Hep lipid drop cells 6.5 µM – recorded beside Hep lipid drop, whose call it bears; cell count; measured here: cell count, cytotoxicity flag;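 cells counted across two imaged fields per well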
bCat nuc transl cell count 5 µM – also measured in bCat nuc transl; calls as there; cell count; measured here: cell count, cytotoxicity flag
T cell HTS vesicle-bound % – second read-out of T cell HTS, no call of its own (marks repeat the call); double positive events, %; measured here: CD8+ vesicle-bound cell fraction;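 binding gate set so that unloaded-vesicle control wells show 10% double positive cells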
MT stabilizer Hoechst-high % – also measured in MT stabilizer; calls as there; % Hoechst-high responders; measured here: nuclear condensation Hoechst responders;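 share of cells brighter than vehicle mean plus two SD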
MT stabilizer cytotoxicity % – further read-out of MT stabilizer, marked with its call; toxicity, %; measured here: cytotoxicity by cell density;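 0% = mean cell density of plate MIN control wells and 100% = no cells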
Myeloid diff 2 GFP+ MAC1+ % – second read-out of Myeloid diff 2, no call of its own (marks repeat the call); GFP+ MAC1+ double positive, %; measured here: differentiation confirmed by MAC1 staining
Starred values were filed as active, the others as inactive; i = inactive; / = no result given; + = active, no number. Compounds were not picked by outcome; about 3% have a hit in one of these screens.

SMILES	MT stabilizer cytotoxicity %	Insulin prom up cell count	Hep lipid drop cells 6.5 µM	Hep lipid drop	Myeloid diff 2	bCat nuc transl	Dynein cargo inh nuclear GR-EGFP	Dynein cargo inh cytoplasmic EGFP	Dynein cargo inh cell count	Dynein cargo inh	T cell HTS vesicle-bound %	bCat nuc transl cell count 5 µM	T cell HTS	Insulin prom up	Myeloid diff 2 GFP+ MAC1+ %	human PMI inhibition	MT stabilizer	MT stabilizer Hoechst-high %	TNAP activators
CCC(Cc1ccccc1)NC(=O)CSc1ccsc1[N+](=O)[O-] (stereo not drawn)	16	979	780	-7	i	0.1	0.044	-0.036	-0.38	-0.074	59	1216	i	-0.61	0.2	-4%	1.6	1.3	1
CCOCCn1c(SC(C)C(C)=O)nc2c1c(=O)[nH]c(=O)n2C (stereo not drawn)	/	1095	777	1	i	0.5	-0.05	-0.22	-0.72	-1.3	45	1322	i	-0.38	0.8	/	/	/	/
OC1(c2ccccn2)COc2ccccc2O1 (stereo not drawn)	/	1053	684	-19	i	-1.2	0.059	-0.26	0.49	-0.073	30	1393	i	2.1	0.4	/	/	/	/
Cc1c(C(=O)NCCCc2ccccc2)cccc1[N+](=O)[O-]	5.2	1532	577	4	i	4.0	0.27	-0.21	-0.28	-0.063	44	1060	i	-0.25	1.1	7%	5.7	3.0	0.9
O=C(c1nn(Cc2ccccc2)c(=O)c2ccccc12)N1CCc2ccccc2C1	8.3	1268	/	/	i	-0.3	-0.6	-0.14	0.6	0.86	27	1393	i	0.36	0.5	20%	2.1	1.4	1
NC(=O)C1CCCN(C(=S)Nc2ccccc2)C1 (stereo not drawn)	11	1387	762	-4	i	0.2	-0.58	-0.32	0.71	-0.53	57	572	i	0.45	1.5	-2%	2.1	1.7	1.1
COc1ccc(CCNc2nnc(C)c(=O)[nH]2)cc1OC	8.0	/	778	8	i	-14	0.18	-0.24	1.6	0.093	22	1214	i	/	8.5	-5%	4.8	1.6	1.2
COc1ccc(N2CCN(C(c3cccs3)c3nnnn3C3CCCC3)CC2)cc1 (stereo not drawn)	2.3	1264	650	-18	i	-1.7	-0.11	-0.27	-0.08	-0.62	12	1071	i	-0.91	1.4	26%	2.6	2.2	1.1
O=C(c1nc(-c2ccccc2)n(-c2ccccc2)n1)N1CCCCCC1	6.2	963	/	/	i	-0.9	-0.32	-0.14	0.94	-0.7	52	1101	i	-0.17	1.1	2%	8.4	3.3	1.2
Cc1ccc(/C=C/C(=O)Nc2nc3ccccc3[nH]2)cc1	3.5	1378	716	-6	i	3.0	0.41	-0.21	-0.68	0.43	47	1115	i	-0.69	0.4	3%	4.3	2.7	1.5
O=C(CCN1CCCCCC1)Nc1ccc(F)cc1	14	1460	/	/	i	-7.7	0.11	0.13	0.14	-0.26	23	1005	i	0.01	2.6	5%	1.9	1.9	1
COc1ccc(/C=C2/NC(=O)N(Cc3ccccc3F)C2=O)cc1OC	3.9	1181	704	-18	i	-1.2	0.71	-0.22	-0.22	2.3	48	983	i	0.03	0.4	-16%	2.0	1.0	1
O=S(=O)(NCC(c1ccco1)N1CCN(c2ccc(F)cc2)CC1)c1ccc(F)cc1 (stereo not drawn)	1.8	1290	680	3	i	-3.5	-0.7	-0.26	0.0087	-0.55	52	519	i	0.53	2.5	-4%	3.6	3.8	1
C=CCNC(=O)Cn1nc(-c2ccccc2)ccc1=O	9.3	1400	765	-3	i	/	0.21	-0.2	0.19	0.0062	13	/	i	0.95	2.6	12%	3.5	2.5	1.1
CC(C)Cc1c(O)nc(SCCN2CCOCC2)[nH]c1=O	4.1	1198	/	/	i	-2.5	-0.044	-0.21	0.57	-0.086	58	1164	i	0.16	2.0	-1%	1.0	1.1	1
S=C1NCCOCCOCCOCCOCCNC(=S)NCCOCCOCCOCCOCCN1	5.4	/	695	9	i	/	0.2	-0.18	0.36	0.68	38	/	i	/	0.5	-5%	2.0	1.0	1
CCOC(=O)c1ccc(N2C(=O)CC(N3CCC(Nc4ccc(F)cc4)CC3)C2=O)cc1 (stereo not drawn)	6.3	923	782	-2	i	0.1	-0.37	0.1	-0.92	-0.65	49	1014	i	-0.1	1.9	7%	1.9	2.5	1.1
Cc1nn2c(N3CCN(C(=O)c4ccco4)CC3)cc(C(C)(C)C)nc2c1-c1ccccc1	16	1433	/	/	/	0.8	-0.21	-0.27	0.065	-0.26	43	1334	i	-0.45	/	23%	9.2	3.0	1.1
O=C(CSc1ccc(F)cc1)N1CCC(c2nc3ccccc3s2)CC1	9.1	1054	/	/	i	0.5	0.79	-0.2	0.79	0.17	34	1390	i	0.14	0.9	8%	3.3	2.1	1.1
O=C(CNC(=S)NC(=O)c1ccc(Br)o1)c1ccccc1	10	1158	662	-25	+	-1.4	0.1	-0.28	-0.22	0.96	49	969	i	0.23	0.4*	-9%	2.3	2.8	1.2
COc1cccc(-n2c(N)c(C#N)c3ccc([N+](=O)[O-])cc3c2=O)c1	5.6	1426	690	6	/	1.4	-0.028	-0.21	0.017	-0.29	44	1156	i	0.18	/	12%	4.1	1.8	0.9
COc1ccc(OCC(=O)NCCc2ccc(S(N)(=O)=O)cc2)cc1	2.6	877	781	5	i	1.5	0.81	-0.064	-0.082	0.62	30	1183	i	0.01	0.9	7%	1.9	1.5	1.1
CC(=O)Nc1ccc(Cc2ccc3[nH]c(=O)cc(C)c3c2)cc1	/	1418	732	1	/	1.1	-0.12	-0.21	0.3	-0.19	20	1154	i	0.04	/	/	/	/	/
Cc1ccc2nc(N=C(N)N)nc(C)c2c1	4.1	1106	696	-18	i	1.9	0.61	0.083	-1.3	-0.054	42	1016	i	-0.59	0.2	-10%	3.1	3.9	1.1
O=C(O)C1CC(=O)N(CCc2c[nH]c3ccccc23)C1 (stereo not drawn)	6.5	1156	/	/	i	-3.8	1.7	-0.0064	-1.9	1.5	34	902	i	0.82	1.0	3%	1.4	0.8	1.1
O=c1cc(Nc2cccc(Br)c2)[nH]c(=O)[nH]1	2.5	1476	684	8	i	-2.8	0.023	-0.17	0.057	0.075	52	1113	i	-0.29	0.4	-1%	2.2	2.5	1
O=[N+]([O-])c1cccc(CSc2nnc3ccccn23)c1	5.6	1269	664	9	i	1.8	0.49	-0.38	-0.17	0.082	33	1052	i	-0.54	0.8	-8%	2.8	3.0	1
S=c1[nH]nc(Cn2cnc3ccccc32)n1-c1ccccc1Cl	/	1502	746	2	i	-2.1	-0.18	-0.23	0.46	0.17	29	1359	i	0.28	0.2	/	/	/	/
CC(C)CCn1c(N2CCc3ccccc3C2)nc2c1c(=O)[nH]c(=O)n2C	3.1	1277	741	30	i	-2.3	-0.23	-0.17	-0.16	0.13	29	1104	i	-2.9	6.5	0%	1.7	1.8	1.1
CC(C)Cc1nc2oc3c(NCc4cccnc4)ncnc3c2c2c1CCC2	2.0	888	/	/	i	-2.5	-0.028	-0.012	0.8	-0.53	56	954	i	0.03	0.0	7%	6.0	3.2	1.1
CC(C)C(=O)NC(=S)Nc1sc2c(c1C(N)=O)CCCC2	2.7	1273	720	1	i	-1.9	-0.47	-0.24	0.48	-0.98	38	594	i	0.26	1.2	19%	3.7	4.0	0.9
CCOC(=O)c1cc2sccc2n1CC(=O)N1CCN(C(=O)c2ccco2)CC1	7.5	/	/	/	i	-2.2	-0.088	-0.32	-0.46	0.32	26	1138	i	/	1.5	0%	7.0	2.2	1.1
O=C(O)c1cccc(NC(=S)N/N=C/c2ccccc2OCc2ccc(Br)cc2)c1	5.3	1150	713	-6	i	0.0	0.7	-0.29	-0.61	1	27	1012	i	0.14	0.1	0%	3.0	3.1	1.4
COC(=O)C(NNc1ccc(F)cc1)(NC(=O)c1ccccc1)C(F)(F)F (stereo not drawn)	8.9	1458	640	-12	i	-3.9	0.17	-0.23	-0.45	0.23	47	567	i	-0.05	0.4	-74%	4.1	2.3	1.1
COc1ccc2c(C)cc(SCC(=O)N(C)C3CCS(=O)(=O)C3)nc2c1 (stereo not drawn)	21	/	703	5	+	-1.7	0.96	0.0051	0.43	1.3	39	1070	i	/	1.9*	2%	5.1	2.0	1.2
